# Screens deposited in PubChem by several laboratories.
# HIF-2a block – inhibitors of HIF-2a; 360,000 tested, 0.72% active; 786-0 RCC cells HIF-2a reporter, luciferase luminescence, overnight; inhibition, % at 18.8 µM; AID 624352;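 active = inhibition of the luminescence signal of 40% or more relative to plate controls, in a single-dose primary screen at 18.75 µM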
# CaV13 FRET inh – Primary screen for inhibitors of IQ motif and Ca2+-dependent inactivation inhibitor domain binding in CACNA1D, Förster resonance energy transfer in living cells, … | AID 743397 | HEK cells, CFP/YFP FRET ICDI-IQ, plate reader, 10 min; percent FRET-ratio fall versus neutral wells | 340,000 tested, 0.098% active | inhibition, % at 12.3 µM;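 active = mean replicate inhibition of at least 30% and at least 1% of replicates passing that level; inconclusive = only one of the two criteria is met; inactive = neither criterion is met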;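 also: 0% = median of the neutral control wells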
# aDG glyco act – alpha-DG glycosylation activation | Pro5-aDG cells, alpha-DG glycosylation AlphaScreen (IIH6); 0% Pro5, 100% B10-LARGE cell signal | activation, % at 10 µM | 360,000 tested, 0.22% active | AID 624168;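 active = activation of at least 8% versus controls, or a plate z-score of at least 8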;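 also: Pro5 are CHO cells carrying HIG-tagged alpha-DG that lacks glycosylation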
# Peg3 prom inh – inhibitors of Peg3 promoter; HeLa PEG-Prom luciferase reporter, luminescence, overnight; inhibition, % at 20 µM; 360,000 tested, 1.7% active;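 active = inhibition of at least 50% at 20 µM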
# MITF TRPM1 inh – inhibitors of MITF-driven TRPM1 promoter in melanoma cells; inhibition, % at 12.5 µM; 330,000 tested, 0.83% active; SK-MEL-5 TRPM1 promoter luciferase, 24 h;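 active = mean inhibition across replicates of 60% or more, whatever share of single replicates reaches that level; inconclusive = some that reach 60%, reason not given; inactive = mean inhibition across replicates below 60%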; also: values of inactives mirror those of a sister screen read the other way
# PDI turbidity – inhibitors of human protein disulfide isomerase | P07237 | PDI insulin aggregation turbidity, A650, 90 min | inhibition, % at 10 µM | 350,000 tested, 0.052% active;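 active = mean inhibition across replicates of 30% or more, whatever share of single replicates reach that level; inconclusive = mean inhibition below 30% while every single replicate reaches 30%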;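 also: absorbance from insulin aggregation driven by PDI reduction with DTT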
# Target sequence (P07237 whole entry, looked up): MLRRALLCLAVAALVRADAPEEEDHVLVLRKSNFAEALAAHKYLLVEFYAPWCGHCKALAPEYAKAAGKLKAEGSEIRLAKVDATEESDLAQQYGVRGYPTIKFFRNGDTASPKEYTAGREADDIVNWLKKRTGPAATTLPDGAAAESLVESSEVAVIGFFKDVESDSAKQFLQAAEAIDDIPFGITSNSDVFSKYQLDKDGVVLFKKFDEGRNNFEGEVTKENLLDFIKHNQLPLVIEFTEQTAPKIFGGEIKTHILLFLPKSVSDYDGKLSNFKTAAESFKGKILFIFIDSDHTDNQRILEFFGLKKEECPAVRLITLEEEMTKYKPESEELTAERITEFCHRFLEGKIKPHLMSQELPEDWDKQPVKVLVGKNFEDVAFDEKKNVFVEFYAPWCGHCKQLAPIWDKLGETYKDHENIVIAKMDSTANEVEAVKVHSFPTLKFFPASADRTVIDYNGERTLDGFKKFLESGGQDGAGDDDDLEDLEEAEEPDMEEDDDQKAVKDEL
# NR2E3 ag-1 – activates human NR2E3 receptor. CHO-S Gal4-NCOR/VP16-NR2E3 two-hybrid, luciferase. inhibition of corepressor binding, % at 3.98 µM. AID 602229. Q9Y5X4. 360,000 tested, 0.35% active;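 active = inhibition above the mean of all tested compounds plus 3 SD, cut at about 70% in these data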;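 also: 0% = DMSO with NR2E3 transfected cells and 100% = cells lacking NR2E3 construct; higher means lower luciferase signal from less NR2E3 corepressor binding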
# Target sequence (Q9Y5X4 whole entry, looked up, the tested form may be a part): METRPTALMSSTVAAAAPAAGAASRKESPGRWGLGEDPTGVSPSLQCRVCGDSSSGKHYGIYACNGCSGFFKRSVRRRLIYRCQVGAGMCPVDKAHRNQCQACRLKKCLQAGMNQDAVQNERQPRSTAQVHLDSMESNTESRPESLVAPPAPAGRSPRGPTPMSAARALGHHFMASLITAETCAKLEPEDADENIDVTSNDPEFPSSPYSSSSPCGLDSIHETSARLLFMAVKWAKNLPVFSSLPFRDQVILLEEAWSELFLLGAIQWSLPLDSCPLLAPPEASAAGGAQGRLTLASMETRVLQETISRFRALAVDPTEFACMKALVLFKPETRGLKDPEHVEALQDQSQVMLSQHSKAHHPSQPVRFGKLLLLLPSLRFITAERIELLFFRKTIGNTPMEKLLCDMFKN
# Vif inh – blocks HIV Vif function | HEK293T cells, Vif self-association by quenched fluorescence, imaging, 24 h | inhibition, % at 7.49 µM | 340,000 tested, 0.35% active; in the data active = inhibition above about 50%, passing the limit was not always enough; inconclusive = no clear call, values can overlap the other calls; inactive = below about 31%; also: some results filed as inactive read as strong as hits
# Granule exo inh – lytic granule exocytosis inhibition; TALL-104 LAMP-1 surface exposure, flow cytometry; cells stimulated with thapsigargin and PMA; 360,000 tested, 0.66% active; inhibition, % at 10 µM;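 active = inhibition above about 55%, limit read from the data; inconclusive = no clear call, values can overlap the other calls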
# iPSC survival up – hiPSC single-cell survival enhancement; 360,000 tested, 0.044% active; ATPlite luminescence; 100% = ROCK inhibitor wells, 0% = DMSO; survival enhancement, % at 20 µM; AID 602274; in the data active = survival enhancement above about 18%;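 also: cells exposed to compounds for 16 hours before the ATP read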
# NR2E3 ag-2 – activates human photoreceptor nuclear receptor NR2E3; Q9Y5X4; GST-NR2E3/biotin-RetCOR TR-FRET, 1536-well; AID 2300; inhibition of corepressor binding, % at 4.78 µM; 320,000 tested, 0.12% active;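 active = percent inhibition above the cutoff of mean plus 3 SD of all tested compounds, set per screening campaign, cut at about 20% in these data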;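 also: 0% = DMSO wells and 100% = biotin wells as full block of FRET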
#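 Material: NR2E3–RetCOR corepressor complex | Quantity: 1.35 nM GST-tagged NR2E3 final | Schedule: 5 h at 4 °C | Replication: Singlicate compound wells | Reagent: RetCOR corepressor, biotinylated, 7 nM | Controls: Biotin wells as high control, 0.6% DMSO wells as low control | Signal: TR-FRET, Eu(K)-anti-GST donor, streptavidin-D2 acceptor, ex 340, em 617/671 nm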
# * = called active by the depositor; ? = inconclusive; / = not tested or not shown.
SMILES,HIF-2a block,CaV13 FRET inh,aDG glyco act,Peg3 prom inh,MITF TRPM1 inh,PDI turbidity,NR2E3 ag-1,Vif inh,Granule exo inh,iPSC survival up,NR2E3 ag-2
COc1ccccc1CNC(=O)COC(=O)CSc1ccc(Cl)cc1,14.0,-6.7,0.4,0.2,13.7,-1.8,8.0,2.6,4.8,-0.4,4.1
O=C(NCc1cccc(Cl)c1)NCc1cccc(Cl)c1,-25.4,-5.5,1.2,-22.5,5.1,-9.3,0.4,2.6,-6.5,0.0,-2.0
CCC(O)c1cc2c(cc1NC(=O)c1ccc(C)cc1)OCCO2 (stereo unspecified),-53.5,-1.3,-0.2,-24.9,1.0,-6.4,-19.3,-4.2,1.9,-1.4,0.8
COc1ccc(C(=O)NCc2cccnc2)cc1Br,8.3,-3.4,0.3,7.0,4.2,-6.4,0.4,4.6,-2.1,16.2,4.0
O=C(CN(C(=O)CNC(=O)c1ccco1)c1ccc2c(c1)OCO2)NC1CCCCC1,13.2,-0.9,-0.1,17.6,5.6,-2.6,22.0,-9.0,0.8,-1.7,4.3
COc1ccccc1NC(=O)CSC1=NCCN1,7.7,-18.0,0.0,3.6,-0.2,2.3,6.0,-5.7,1.2,4.3,0.1
COc1ccc(S(=O)(=O)Nc2ccc(S(=O)(=O)Nc3ccc(F)cc3)cc2)cc1C,20.2,-0.9,0.2,23.1,7.4,3.2,1.9,8.9,1.4,4.2,-0.9
CC(NC(=O)CSc1nc2c(c(C(F)(F)F)n1)CCc1ccccc1-2)c1ccccc1 (stereo unspecified),9.2,-3.9,0.1,22.0,1.2,-7.0,-17.0,63.0*,58.8*,-0.2,-4.5
O=C(Cc1cccs1)Nc1ccc(S(=O)(=O)Nc2ncccn2)cc1,14.3,/,0.1,4.9,-9.4,1.3,12.3,11.3,3.6,0.6,-2.8
CCN(CC)c1ncnc2sc3c(c12)CCC3,21.3,-7.0,0.6,9.2,-1.1,0.2,-44.6,/,-1.0,0.2,0.4
O=C(Oc1coc(CSc2nnc(NC(=O)C3CC3)s2)cc1=O)c1c(F)cccc1F,10.0,-4.4,-0.1,6.2,8.6,-1.2,-12.5,-1.8,-3.3,-0.4,2.7
Nc1cccn2c(-c3ccc(Cl)c(Cl)c3)cnc12,-316.8,-3.9,-0.2,-232.4,-26.0,4.9,-171.8,-2.6,23.0,-1.1,2.4
COC(=O)c1ccc2nc(C3CCCCC3)c3c(c2c1)CCC3,-11.6,-2.4,0.3,20.9,-14.8,-2.5,-11.9,-4.2,-2.0,1.2,0.7
COc1ccc(/C=C/C(=O)N2c3ccccc3Sc3ccc(C(F)(F)F)cc32)cc1,22.8,-3.8,-0.2,10.5,6.0,4.1,-1.4,-3.7,4.8,-2.6,-0.8
CC(C)(C)C(=O)/C(=C/c1ccncc1)n1cncn1,93.0*,-15.2,-0.7,100.8*,81.6*,7.1,0.6,-4.0,6.9,2.6,3.0
OCCN1CCN(c2ncnc3c2ncn3[C@H]2CN(Cc3ccc(F)cc3)C[C@@H](CO)O2)CC1,-1.3,-11.4,0.0,-5.9,/,-13.7,2.2,-10.1,-3.7,9.3,/
CCOC(=O)[C@]12CCC=C1N(Cc1ccco1)C(=O)[C@H](CC(=O)NCC1CCCCC1)C2,5.4,-10.9,0.2,/,/,/,-13.6,/,0.7,0.0,/
O=C(CN1CCN(CC(=O)c2ccc(Cl)cc2)CC1)c1ccc(Cl)cc1,2.5,-5.8,0.1,-0.4,-5.1,-11.4,-26.6,6.2,13.0,2.7,/
O=C(Nc1nccs1)C(NS(=O)(=O)c1ccc(Br)s1)c1ccccc1 (stereo unspecified),12.4,0.4,-0.4,-7.2,2.4,-1.2,-12.5,-20.1,-7.3,-0.8,1.3
COc1ccc(Cl)cc1C(=O)N/N=C/c1ccc(N2CCOCC2)cc1,-10.4,-14.1,-0.4,-1.6,1.0,-8.5,-18.5,?,5.2,-0.4,3.0
O=C(Cc1ccc(-n2c(=O)[nH]c3ccsc3c2=O)cc1)N1CCN(c2ccc(Cl)cc2)CC1,15.0,-3.0,0.1,-9.2,-18.3,-19.7,1.6,6.5,0.3,1.5,4.3
Cc1cc(NS(=O)(=O)c2ccc(NC(=S)NC(=O)c3ccc(C(C)(C)C)cc3)cc2)no1,0.8,-2.9,0.1,-5.1,-5.8,-5.6,-28.4,2.5,1.7,1.3,-3.2
COc1ccc(C(CC(=O)O)NC(=O)C(c2ccccc2)c2ccccc2)cc1 (stereo unspecified),11.3,-4.8,0.0,2.9,-1.4,4.9,-0.7,/,-1.7,0.1,0.7
COc1cc2cc(CN(Cc3cccnc3)C(=O)Nc3ccccc3F)c(=O)[nH]c2cc1OC,17.4,-2.2,0.2,15.9,9.8,0.0,-19.8,6.4,2.8,-1.4,4.2
CC(C)OC(=O)CNc1n[nH]c(=S)[nH]c1=O,17.2,2.5,0.2,11.0,-4.8,-0.4,7.6,5.9,0.3,-3.9,/

# Compound profiles (already shown). Order of screens: HIF-2a block, CaV13 FRET inh, aDG glyco act, Peg3 prom inh, MITF TRPM1 inh, PDI turbidity, NR2E3 ag-1, Vif inh, Granule exo inh, iPSC survival up, NR2E3 ag-2
# Profile of `COc1ccc(S(=O)(=O)Nc2ccc(S(=O)(=O)Nc3ccc(F)cc3)cc2)cc1C` → 20.2, -0.9, 0.2, 23.1, 7.4, 3.2, 1.9, 8.9, 1.4, 4.2, -0.9
# Profile of `O=C(NCc1cccc(Cl)c1)NCc1cccc(Cl)c1` → -25.4, -5.5, 1.2, -22.5, 5.1, -9.3, 0.4, 2.6, -6.5, 0.0, -2.0

# (further entries)
SMILES,HIF-2a block,CaV13 FRET inh,aDG glyco act,Peg3 prom inh,MITF TRPM1 inh,PDI turbidity,NR2E3 ag-1,Vif inh,Granule exo inh,iPSC survival up,NR2E3 ag-2
CCOCC(=O)Nc1ccc(OCc2ccccc2)cc1,-76.8,-4.5,-0.3,-96.9,-32.8,-0.1,-53.0,-3.3,-0.3,3.3,5.4
CC1=C(C(=O)N2CCOCC2)CC(CC(=O)NCc2ccco2)C(=O)N1Cc1ccccc1 (stereo unspecified),-2.9,-8.0,0.7,5.0,/,1.4,-21.6,-1.2,0.4,-1.5,/
Cc1cc(NC(=O)CSc2n[nH]c(-c3ccc(Cl)cc3Cl)n2)no1,-3.2,-6.9,0.2,13.9,/,-1.9,-8.1,8.0,0.5,0.0,6.3
C=CCn1c(Cc2cccs2)nnc1SCC(=O)Nc1ccc(OC)cc1,-101.1,-5.1,-0.1,-3.5,1.5,-1.6,-0.3,-0.6,0.5,1.8,1.3
CCOC(=O)c1cnc2ccc(Br)cc2c1NCCCN1CCOCC1,-23.2,-10.0,-0.1,11.8,-1.5,-10.6,-33.7,-2.8,3.2,-0.4,0.4
COc1ccc(S(=O)(=O)N2CCC(CN3C(=O)c4cccc5cccc(c45)C3=O)CC2)cc1,8.0,-6.0,-0.3,16.3,8.0,-2.3,15.6,-3.9,0.4,-2.2,0.5
CCOc1ccc(S(=O)(=O)N(C)c2ccc(OCC(=O)NCCc3ccc(OC)cc3)cc2)cc1,15.2,-2.5,-0.2,17.8,4.8,-3.5,-3.3,-0.8,0.9,-0.8,-3.7
COc1cc(CNc2ncnc3c2ncn3[C@H]2CN(Cc3ccco3)C[C@@H](CO)O2)cc(OC)c1OC,-14.0,-9.4,0.0,-2.8,/,1.2,-15.0,0.0,-4.3,-0.2,/
CC(C(=O)NCCc1ccc(S(N)(=O)=O)cc1)N1C(=O)CC(C)(C)Sc2ccccc21 (stereo unspecified),16.4,-3.2,-0.1,7.2,6.8,20.6,-2.6,2.0,-7.9,-0.3,0.9
CCn1c(SCC(=O)NC2CC2)nnc1-c1ccccn1,1.1,/,0.0,-4.2,-1.4,18.4,-18.3,2.9,0.3,-0.4,1.0
Cc1ccc(-c2csc(/C(C#N)=C/Nc3ccccc3SC(F)(F)F)n2)cc1,16.1,-1.7,-0.1,28.8,-1.1,-8.8,8.3,/,-1.5,0.0,1.9
CCCn1c(SCC(=O)NC2CCCC2)nnc1-c1cccnc1,10.6,-2.6,-0.2,3.6,4.8,0.4,7.6,-4.9,-12.9,0.4,2.8
Cc1ccc(N2CC(C(=O)NCCCn3ccnc3)CC2=O)cc1 (stereo unspecified),20.4,-4.9,-0.1,-3.4,9.5,9.3,21.5,2.9,1.0,0.6,2.0
Cn1c(-c2ccccc2)c[n+]2c1CCCCC2,12.7,/,-0.1,9.3,-7.1,-3.3,7.6,-2.5,-1.5,-0.7,1.9
CC1CC(C)CN(CCOc2cccc(Cl)c2Cl)C1 (stereo unspecified),12.9,-17.3,0.0,11.3,-8.9,-1.4,3.8,-5.3,-5.2,-1.8,-1.2
CCN1CCN(CCNC(=O)c2ccc3c(c2)N(Cc2cccc(Cl)c2)C(=O)c2ccccc2S3=O)CC1 (stereo unspecified),-1.2,-2.1,-0.2,3.8,-9.4,6.8,-13.6,-5.0,?,-0.2,-3.5
CCOC(=O)[C@]12CCCC=C1N(Cc1ccco1)C(=O)[C@H](CC(=O)N1CCN(C(=O)c3ccco3)CC1)C2,8.6,-7.1,-0.3,/,/,/,-3.4,/,-0.1,-0.4,/
N#Cc1ccc2c(=O)n(-c3ccccc3)sc2c1,-290.5,-7.4,0.2,-150.5,/,-1.3,-88.5,-5.2,48.0,-1.1,/
NS(=O)(=O)c1cccc(NC(=O)CC23CC4CC(CC(Br)(C4)C2)C3)c1,12.6,-5.8,0.1,0.1,-4.5,-0.4,-34.2,-5.0,10.2,-0.3,3.5
NC(=O)c1ncn([C@@H]2O[C@H](CNCc3ccccc3C#Cc3ccccc3)[C@@H](O)[C@H]2O)n1,11.0,-6.1,0.0,-5.1,1.9,-0.3,-14.9,-5.0,8.0,8.1,/
CCCCCN(C(=O)COC(=O)c1ccc(C)cc1)c1c(N)n(CCCC)c(=O)[nH]c1=O,7.3,-2.8,-0.1,6.6,7.3,11.3,13.6,-4.8,0.3,1.1,2.0
O=c1[nH]cnc2c1N=C(c1cccc([N+](=O)[O-])c1)CC(c1ccccc1)N2 (stereo unspecified),-8.4,-4.5,-0.2,-11.4,7.6,-3.7,21.6,-9.3,3.6,0.2,-0.8
O=C1NC[C@@H](CCCCN2C[C@H](Cc3ccccc3)N(Cc3ccccc3)C(=O)C2=O)N(CCc2ccccc2)C1=O,7.6,-3.4,-0.1,/,/,/,-28.3,/,-7.0,0.8,/
COc1ccc(C)cc1NC(=O)COC(=O)C1COc2ccccc2O1 (stereo unspecified),3.9,-2.1,0.0,12.9,-14.2,3.7,-5.9,28.1,1.5,0.1,/
Cc1ccc(S(=O)(=O)NCC(c2ccccc2)N2CCN(CCC#N)CC2)cc1 (stereo unspecified),-1.2,-5.9,1.3,3.1,-0.7,-4.5,-13.0,-4.4,-3.7,-1.2,0.6
Cc1ccccc1CN1CCN(C(=O)CC(C)C)CC1,11.5,-4.9,-0.2,-0.3,-1.8,0.7,10.9,-10.1,-5.6,-0.6,2.7
